Bioassay records as filed in PubChem.
Shiga inhibitor – A qHTS for Small Molecule Inhibitors of Shiga Toxin. 290,000 compounds, 9.2% hits. inhibition, % at 38.7 µM. Vero cells, Shiga toxin protein synthesis inhibition reporter; in the data active = inhibition mostly above about 28%, no sharp cut-off; inactive = mostly below about 43%; also: 0% is about no effect
Cycloheximide cs – Cycloheximide Counterscreen for Small Molecule Inhibitors of Shiga Toxin; cell reporter, cycloheximide protein synthesis inhibition counterscreen; max response, %; 300,000 compounds, 12% hits; in the data active = max response mostly above about 13%, no sharp cut-off; inactive = mostly below about 14%; also: read at 38.3 µM for the half of the compounds with a filed dose; 0% is about no effect
Pf growth 96h – Primary qHTS for delayed death inhibitors of the malarial parasite plastid, 96 hour incubation | P. falciparum luciferase reporter growth, 96 h | Potency, µM (highest dose often 28.7 µM), without a hit: top-dose activity change, negative = inhibition, hits mostly inhibitors | 320,000 compounds, 6.9% hits; also: potency is read from the fitted curve at half-maximal effect; % is scaled to controls: 0 for no effect and ±100 for the full control effect
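Two parasite generations (96 h, 37 C, 5% CO2) of compound exposure in infected erythrocytes (0.05% parasitemia, 2% hematocrit). Luciferase-reporter P. falciparum; decreased luminescence indicates inhibited growth, aimed at apicoplast-acting delayed death.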
Pf growth 48h – Primary qHTS for delayed death inhibitors of the malarial parasite plastid, 48 hour incubation; P. falciparum luciferase growth in erythrocytes, 48 h; Potency, µM (top dose mostly 28.7 µM), for inactives: top-dose activity change, negative = inhibition, most hits filed as inhibitors; 310,000 compounds, 5.9% hits; AID 504832, 2011; also: potency is read from the fitted curve at half-maximal effect; % is scaled to controls: 0 for no effect and ±100 for the full control effect
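Erythrocytes infected with P. falciparum carrying an integrated firefly luciferase reporter (2% hematocrit, 0.1% parasitemia final) were exposed to compounds in RPMI 1640 with 0.5% Albumax at 37 C, 5% CO2. Growth inhibition was scored as reduced luminescence.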
HCV inh – qHTS Assay for Inhibitors of Hepatitis C Virus (HCV) | Huh7.5.1 HCVcc-Cre infection, luciferase reporter, 44 h | AID 651820, 2012 | 340,000 compounds, 3.4% hits | Potency, µM (top dose mostly 41.8 µM), for inactives: at the highest dose activity change, negative = inhibition, hits mostly inhibitors; also: potency is read from the fitted curve at half-maximal effect; % is scaled to controls: 0 for no effect and ±100 for the full control effect
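Seed cells (1,000/well) for 4 h; treat with compound and infect with HCVcc-Cre, moi about 0.5. Incubate 44 h, then detect luciferase activity.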
Giardia FBPA inh – qHTS Assay for Inhibitors of Fructose-1,6-bisphosphate Aldolase from Giardia Lamblia. Potency, µM (highest dose often 59.6 µM), inactives show at the top dose activity, negative = inhibition, most hits filed as inhibitors. purified Giardia FBPA. 290,000 compounds, 0.71% hits; also: potency is read from the fitted curve at half-maximal effect; % is scaled to controls: 0 for no effect and ±100 for the full control effect; nearly all actives have a fitted effect of over 55% in size
Target sequence (A8B2U2 whole entry, looked up): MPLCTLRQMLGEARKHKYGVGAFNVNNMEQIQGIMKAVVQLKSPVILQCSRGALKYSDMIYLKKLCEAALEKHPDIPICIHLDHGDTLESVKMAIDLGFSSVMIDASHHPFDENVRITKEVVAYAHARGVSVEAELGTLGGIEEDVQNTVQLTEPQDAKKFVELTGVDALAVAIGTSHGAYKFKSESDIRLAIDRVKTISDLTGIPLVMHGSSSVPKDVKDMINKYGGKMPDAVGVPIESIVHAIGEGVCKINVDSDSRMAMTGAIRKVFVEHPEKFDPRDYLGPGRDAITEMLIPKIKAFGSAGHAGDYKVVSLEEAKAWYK
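40 nM FBPA preincubated 10 min at RT with compound (up to 57.5 uM final), then substrate plus GAPDH/TPI/NAD/arsenate coupling and diaphorase/resazurin added. Fluorescence read after 20 min at RT, 525/598 nm.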
* hit, by the source's call; u = inconclusive; x = no result given; & = joins results of further samples; [ ] = another dose, or the depositor's remark. Unless noted, calls follow the shape of the dose curve; as a rule, active = well fitted curve in the direction sought with a large enough effect; inconclusive = small, poorly fitted or top-dose-only effect, or another doubt; inactive = no such curve, though single readings can be large; an effect the other way counts as inactive or inconclusive.

entry | Compound | Shiga inhibitor | Cycloheximide cs | Pf growth 96h | Pf growth 48h | HCV inh | Giardia FBPA inh
1 | c1ccc2c(c1)CC1CNCc3cccc(c31)S2 (stereo not drawn) | -4 | -1 | 10µM* | u | u | -2%
2 | CC1(C)CC[C@]2(C(=O)O)[C@H](O)C[C@]3(C)C(=CCC4[C@@]5(C)C[C@H](O)[C@H](O)[C@@](C)(CO)C5CC[C@]43C)[C@@H]2C1 (stereo partly drawn) | x | x | -5% | -27% | -1% | x
3 | O=C(NCc1ccco1)C1Cc2cc(Cl)ccc2O1 (stereo not drawn) | 19 | -3 | 9% | 2% | 1% | 0%
4 | Cc1cc(C(=O)OCC(=O)NCc2ccc3c(c2)OCO3)c2ccccc2n1 | 2 | -4 | 5% | 8% | 3% | 1%
5 | O=C(N/N=C/c1ccoc1)c1ccccc1F | 90* | 75* | u | 58%[activator] | 4% | -1%
6 | COC(=O)c1ccccc1CCC(C)=O | 11 | 15 | 0% | u | -7% | -1%
7 | COc1ccc(C)c2sc(N3CCCC3)nc12 | -8 | -2 | -1% | 5% | u | 3%
8 | O=C(O)c1ccc(OCC(F)(F)F)nc1 | -5 | 9 | 0% | -16% | -2% | 12%

Random excerpt: two compounds from above.
entry | Compound | Shiga inhibitor | Cycloheximide cs | Pf growth 96h | Pf growth 48h | HCV inh | Giardia FBPA inh
7 | COc1ccc(C)c2sc(N3CCCC3)nc12 | -8 | -2 | -1% | 5% | u | 3%
4 | Cc1cc(C(=O)OCC(=O)NCc2ccc3c(c2)OCO3)c2ccccc2n1 | 2 | -4 | 5% | 8% | 3% | 1%

(next part)
entry | Compound | Shiga inhibitor | Cycloheximide cs | Pf growth 96h | Pf growth 48h | HCV inh | Giardia FBPA inh
9 | CC(=O)Nc1cccc(C(=O)NC2CCCc3c2cnn3-c2ccccc2F)c1 (stereo not drawn) | -6 | -3 | 1% | 11% | 3% | -5%
10 | COc1ccccc1OCCNc1ccc(S(=O)(=O)N2CCCC2)cn1 | x | x | 0% | -19% | u | x
11 | CCOc1ccc(Nc2oc(Cc3ccccc3)nc2C#N)cc1 | 58* | 32* | x | u | u | -9%
12 | COCCn1c(=S)[nH]c2sc3c(c2c1=O)CCC(C)C3 (stereo not drawn) | 3 | -1 | 47%[activator] | 26% | -3% | 0%
13 | COc1cccc(/C=C/C(=O)OCC(=O)NC(=O)NC2CCCC2)c1 | x | x | -2% | -6% | 4% | x
14 | CSc1cccc(NC(=O)C2C3C=CC4(O3)C2C(=O)N(CCN2CCOCC2)C4C(=O)NC2CCCCC2)c1 (stereo not drawn) | 14 | -5 | u | -12% | 7% | -10%
15 | O=C(CNC(=O)c1cccc(OC(F)F)c1)OCC(=O)c1ccccc1 | -7 | 10 | 22% | 2% | 11% | 0%
16 | CCCn1c(=N)c(C#N)cc2c(=O)n3ccccc3nc21 | 11 | -3 | 3% | 20% | 5% | 4%
17 | CCN(C(=O)CN1C=NS(=O)(=O)c2ccccc21)c1ccccc1 | -9 | -2 | -6% | 0% | 10% | 5%
18 | CSc1ccc(/C=C(\NC(=O)c2ccc(C)cc2)C(=O)NN)cc1 | -5 | -2 | 2% | u | -12% | -2%
19 | CN(C)/C=N/C(=S)Nc1ccccc1Cl | 49* | 39* | 10% | 73% | 2% | u
20 | CCOc1cc(/C=N\NC(=O)c2ccc(NC(=O)C(C)(C)C)cc2)ccc1OC(=O)c1cccc(C)c1 | -20 | -1 | u | u | 3.2µM* | -12%
21 | COc1ccc(C(=O)Nc2ccc(NC(=O)C3CCCCC3)nc2)cc1 | 13 | 6 | u | -14% | 2% | -3%
22 | CCCN1CCN(S(=O)(=O)c2ccc3c(c2)NC(=O)C(C)S3)CC1 (stereo not drawn) | -1 | -4 | u | -17% | -11% | x
23 | Clc1ccc(N2CCN(c3nc4nonc4nc3N3CCSCC3)CC2)nc1 | -7 | -2 | -8% | -47% | 11% | 4%
24 | CCN(C(=O)c1cccc(S(=O)(=O)N2CCCCC2)c1)C1CCS(=O)(=O)C1 (stereo not drawn) | x | x | -4% | -2% | 4% | x
25 | Cn1ncc(Cl)c1C(=O)NCC1CCCO1 (stereo not drawn) | -5 | 1 | 57%[activator] | 14% | 6% | x
26 | O=C(COc1cccc2cccnc12)N/N=C/c1ccc(O)cc1 | -7 | -2 | -49%[5.75 µM] | -23% | -1% | 3%
27 | CC(=O)Nc1nnc(SCC(=O)c2ccc(F)cc2)s1 | 71 | 12 | -11% | 11% | 3% | 1%
28 | CCc1c(C)nc(SCCOc2ccc(OC)cc2)[nH]c1=O | 0 | 1 | 3% | x | 14% | 2%
29 | CN1C(=O)/C(=C/c2ccc(OCc3ccccc3F)cc2)NC1=S | 4 | 5 | -13% | 3% | -10% | 4%
30 | CC1CCN(CCCNC(=O)C2CCC(=O)N2C2CCCC2)CC1 (stereo not drawn) | -1 | 1 | u | 5% | 2% | -1%
31 | O=C(CNc1ccc2ccccc2c1)N/N=C/c1ccc(C(=O)O)cc1 | 37 | 14 | 63%[activator] | 9% | 19% | u
32 | CC(=O)N=c1cccc(NC(C)=O)n1O | 12 | -2 | 0% | 13% | 12% | 2%
33 | CN(C)CCN(C(=O)c1cccc2ccccc12)c1nc2cc3c(cc2s1)OCO3 | 25 | 12 | u | 9.3µM* | 10µM* | u
34 | COc1ccc(CCNc2cn[nH]c(=O)c2Cl)cc1OC | -35 | -2 | -1% | 15% | 7% | -4%
35 | CCOc1cc2c(cc1OCC)-n1cccc1C(c1cc(C)c(OC)cc1C)NC2 (stereo not drawn) | -4 | -2 | 17% | 6.6µM* | u | -8%
36 | C=CCn1c(SCC(=O)Nc2cccc(C)c2)nnc1-c1cnccn1 | 16 | -1 | -8% | -25% | -2% | -22%
37 | COc1ccc2cc([C@@H](C)C(=O)O)ccc2c1 | x | x | 1% | -7% | 32% | x
38 | COc1ccc(OCCCCN(C)Cc2ccccc2)cc1 | x | -1 | -28% | 1% | 3% | u
39 | COc1ccc(NC(=O)O/N=C/c2ccccc2Cl)cc1 | 72* | 30* | 39%[activator] | 27% | 7% | -9%
40 | CC[C@H](C)[C@H](NC(=O)[C@H](CCC(=O)O)NC(=O)[C@H](CO)NC(=O)[C@@H](NC(=O)[C@H](C)N)C(C)C)C(=O)N[C@@H](CCC(N)=O)C(=O)N[C@@H](CC(C)C)C(=O)N[C@@H](CCSC)C(=O)N[C@@H](Cc1cnc[nH]1)C(=O)N[C@@H](CC(N)=O)C(=O)N[C@@H](CC(C)C)C(=O)NCC(=O)N[C@@H](CCCCN)C(=O)N[C@@H](Cc1cnc[nH]1)C(=O)N[C@@H](CC(C)C)C(=O)N[C@@H](C)C(=O)N[C@@H](CO)C(=O)N[C@H](C(=O)N[C@@H](CCC(=O)O)C(=O)N[C@@H](CCCNC(=N)N)C(=O)N[C@@H](CCSC)C(=O)N[C@@H](CCC(N)=O)C(=O)N[C@@H](Cc1c[nH]c2ccccc12)C(=O)N[C@@H](CC(C)C)C(=O)N[C@@H](CCCNC(=N)N)C(=O)N[C@@H](CCCCN)C(=O)N[C@@H](CCCCN)C(=O)N[C@@H](CC(C)C)C(=O)N[C@@H](CCC(N)=O)C(=O)N[C@@H](CC(=O)O)C(=O)N[C@H](C(=O)N[C@@H](Cc1cnc[nH]1)C(=O)N[C@@H](CC(N)=O)C(=O)N[C@@H](Cc1ccccc1)C(=O)O)C(C)C)C(C)C | 8 | -4 | x | x | x | 1%

Among those listed so far, two have a cyano group:
entry | Compound | Shiga inhibitor | Cycloheximide cs | Pf growth 96h | Pf growth 48h | HCV inh | Giardia FBPA inh
11 | CCOc1ccc(Nc2oc(Cc3ccccc3)nc2C#N)cc1 | 58* | 32* | x | u | u | -9%
16 | CCCn1c(=N)c(C#N)cc2c(=O)n3ccccc3nc21 | 11 | -3 | 3% | 20% | 5% | 4%

Other results follow:
entry | Compound | Shiga inhibitor | Cycloheximide cs | Pf growth 96h | Pf growth 48h | HCV inh | Giardia FBPA inh
41 | COc1ccc2c(Cl)c(C(=O)N/N=C/c3cccnc3)sc2c1 | 47* | 20* | 33%[activator] | u | 5% | -8%
42 | [N-]=[N+]=CC(=O)CC(c1ccccc1)N1C(=O)c2ccccc2C1=O (stereo not drawn) | -5 | 8 | x | 34%[activator] | u | u
43 | Cc1cc(C)c(NS(=O)(=O)c2ccc3c(c2)NC(=O)CC(=O)N3)c(C)c1 | -1 | -3 | u | 5% | -9% | 6%
44 | CC1CCN(c2nc3ccccn3c(=O)c2C=O)CC1 | -3 | -3 | u | -6% | -1% | 1%
45 | Cc1nc(NS(=O)(=O)c2ccc(Br)cc2)c2c3c(sc2n1)CCC3 | -12 | 2 | u | 78%[activator] | 0% | 16%
46 | O=C(CNC(=O)C(c1ccccc1)c1ccccc1)N/N=C/c1cccnc1 | 4 | -1 | u | u | 6% | 18%
47 | CCOc1ccccc1C1C(C(N)=O)=C(C)Nc2nc(-c3ccccc3Cl)nn21 (stereo not drawn) | -4 | 12 | 95%[activator] | -12% | 26% | 5%
48 | Cc1nn(CCc2nn[nH]n2)c2nc(-c3ccc(Br)cc3)cc(C(F)(F)F)c12 | -1 | -2 | u | -65% | u | -9%
49 | COc1ccc(-n2nc(C(=O)NCC(=O)N3CCC(C(N)=O)CC3)c3ccccc3c2=O)cc1 | -8 | -2 | u | 49%[activator] | 25% | 13%
50 | Cc1cc(-n2c(C)cc(C(=O)CSc3nncn3C(C)C)c2C)no1 | x | x | u | u | 6% | x
51 | Cc1ccccc1NC(=O)Cc1c(O)c2ccccc2[nH]c1=O | -4 | -3 | 32%[activator] | 11% | 11% | -3%
52 | CCC(CO)NC(=O)c1ccc(-c2nn(C)c(=O)c3ccccc23)cc1 (stereo not drawn) | -11 | -3 | -13% | x | -18% | -3%
53 | O=C1NC(=O)/C(=C/c2ccc(O)cc2)S1 | 75* | 36* | 335%[activator] | 110%[activator] | 15% | 11%
54 | O=C(NCCc1c[nH]c2ccccc12)[C@@H]1C[C@H]1[C@@H](NP(=O)(c1ccccc1)c1ccccc1)c1ccccc1 | -4 | -2 | u | u | 5%[8.37 µM] | 0%&2%
55 | Cc1cccc(N(C)S(=O)(=O)c2cc3c(cc2C)n(C)c(=O)c(=O)n3C)c1 | 3 | 2 | 25% | -14% | -1% | -3%
56 | CCN(CC)c1ccc(NS(=O)(=O)c2cn(C)c(=O)n(C)c2=O)c(C)c1 | 15 | 4 | 19% | 0% | 8% | 7%
57 | CCOc1ccc(CCNC(=O)c2cccs2)cc1OCC | 1 | -2 | 17% | u | -26% | -1%
58 | COc1cc(OC)c(C(=O)NNC(=O)CN(C)S(=O)(=O)c2ccc(Cl)cc2)cc1OC | x | x | 1% | 0% | u | x
59 | NC(=O)CSc1nc2ccccc2n1Cc1ccccc1F | -20 | -4 | u | -12% | -1% | -2%
60 | Cc1ccccc1NC(=O)c1ccc(CN2CC(=O)N3CCCCC3C2=O)cc1 (stereo not drawn) | 2 | 3 | 50%[activator] | 12% | 2% | -15%
61 | CCC(=O)N1CC2(CC(c3cccc(NC(=O)CC(c4ccccc4)c4ccccc4)c3)=NO2)C[C@H]1C(N)=O (stereo partly drawn) | -4 | -3 | 0% | 36%[activator] | 3% | -2%
62 | CCO/C(C)=N/n1c2nc3ccccc3nc2c2c(=O)n(CC(C)C)c(C)nc21 | -12 | -2 | 2.3µM* | 2.9µM* | 15% | -3%
63 | COc1ccc(NC(=O)c2ccccc2NC(=O)c2ccco2)cc1 | -2 | 13 | u | 36%[activator] | -1% | 4%
64 | COc1ccc(C(=O)Nc2cccnc2)cc1C(=O)Nc1cccnc1 | 10 | -1 | u | -3% | 20% | 8%
65 | O=C(CCc1nc(-c2ccccc2)no1)NCc1ccccc1CN1CCOCC1 | x | x | u | 19% | 10% | x
